Assay outcomes from PubChem BioAssay.
ABCG2 inh – ABCG2 efflux pump inhibitors, primary screen, multiplex with ABCB1, IgMXP3 cells, flow cytometry | AID 1325, 2008 | JC-1 efflux | actives 0.1% (n = 190,000) | inhibition, % at 6.6 µM;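 active = inhibition above 80%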;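 note: 0% = DMSO and 100% = nicardipine control wells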
Target sequence (Q9UNQ0 whole entry, looked up): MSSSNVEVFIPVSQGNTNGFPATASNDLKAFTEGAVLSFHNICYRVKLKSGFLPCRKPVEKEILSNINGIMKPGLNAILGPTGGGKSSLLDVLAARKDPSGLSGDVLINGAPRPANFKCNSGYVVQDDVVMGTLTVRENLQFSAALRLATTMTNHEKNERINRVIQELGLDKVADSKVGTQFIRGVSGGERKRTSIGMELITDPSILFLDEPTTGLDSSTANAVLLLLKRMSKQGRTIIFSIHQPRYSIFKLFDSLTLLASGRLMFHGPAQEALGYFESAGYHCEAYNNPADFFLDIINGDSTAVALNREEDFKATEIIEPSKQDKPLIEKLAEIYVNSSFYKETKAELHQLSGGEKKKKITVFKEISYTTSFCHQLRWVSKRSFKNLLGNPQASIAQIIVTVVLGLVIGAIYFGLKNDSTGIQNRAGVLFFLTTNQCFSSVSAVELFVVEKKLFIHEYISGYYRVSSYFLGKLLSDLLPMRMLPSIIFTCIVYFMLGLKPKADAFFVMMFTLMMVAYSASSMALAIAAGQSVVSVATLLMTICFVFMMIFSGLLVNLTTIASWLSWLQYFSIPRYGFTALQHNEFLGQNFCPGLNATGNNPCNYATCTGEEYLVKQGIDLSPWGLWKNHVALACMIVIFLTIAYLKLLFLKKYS
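Assay system – ABCG2 IgMXP3 and barcoded ABCB1 CCRF-Adr cell mix · Input – 3 million cells/mL in well · Reagent – JC-1 fluorescent substrate · Compound – single test compound dose, 6.6 µM final · Timing – 10 min exposure at 25 °C with rotation, no wash · Detection – flow cytometry of retained JC-1 fluorescence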
Pf gamet viab – late stage P. falciparum gametocyte viability inhibitors, primary screen, ATP luminescence, HTS. P. falciparum stage V gametocytes, 24 h. inhibition, % at 10.9 µM. actives 0.065% (n = 150,000);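 active = inhibition above the mean plus 3 SD of compounds within the control limits, set per campaign, cut at about 38% in these data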;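 note: 0% = DMSO wells and 100% = medium only without gametocytes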
Avidin bead fluor – green autofluorescence of compounds with avidin beads – biophysical, 488/530 nm, flow cytometry, artefact control, profiling panel. compound fluorescence 488/530 nm; stronger effect = higher value. fluorescence (KMESF) at 10 µM. actives 0.38% (n = 220,000). AID 1775, 2009; in the data active = fluorescence above about 47; note: inactives centre near 10
Rab7 wt GTP bind – modulators of GTP binding to Rab7, primary screen, biochemical, wildtype, multiplex bead flow cytometry; Rab7 GTPase wild type (dog), Bodipy-FL-GTP binding; GST-Rab7 beads, fluorescent GTP binding; actives lie on both sides; untreated = 100%, excess cold GTP = 0%; GTP binding activity (percent of control), % at 10 µM; actives 0.055% (n = 190,000); AID 758, 2007;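 active = fluorescent GTP binding to Rab7 beads changed by at least 20 points from the 100% baseline, either direction, mostly lower; inconclusive = compound itself probably fluorescent, or too few beads counted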;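 note: median green fluorescence of bound Bodipy-FL-GTP per Rab7 bead population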
Rac1 mut GTP – GTP binding modulators of activated mutant Rac1, primary screen, biochemical, bead-based flow cytometry, multiplex, fluorescent GTP | actives 0.11% (n = 190,000) | Ras-related C3 botulinum toxin substrate 1 (Homo sapiens), P63000 | GST-Rac1 activated beads; actives lie on both sides; 100% means binding = to untreated wells | percent activity (GTP binding), % at 10 µM;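 active = GTP binding at least 20 percentage points away from the 100% baseline, in either direction, so actives lie on both sides; inconclusive = Compound likely fluorescent itself, or too few beads counted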
Cdc42 wt GTP – modulators of GTP binding to wildtype Cdc42, primary screen, biochemical, multiplex bead flow cytometry, Bodipy-GTP; GST-Cdc42 beads; actives lie on both sides; percent activity (GTP binding), % at 10 µM; Cell division control protein 42 homolog (Homo sapiens), P60953; actives 0.2% (n = 190,000);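 active = percent activity GTP binding at least 20 points away from the 100% baseline, either down as inhibitor or up as activator; inconclusive = compound flagged as likely green fluorescent from well-wide comparison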;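 note: median bead fluorescence of bound Bodipy-FL-GTP at 100 nM; 0% = excess unlabeled GTP control and 100% = no compound control; below 100% means less GTP binding so inhibitor and above means activator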
Mcl1-Noxa inh – Mcl-1/Noxa binding inhibitors, primary screen, biochemical, TR-FRET, 1536-well. Induced myeloid leukemia cell differentiation protein Mcl-1 (Homo sapiens), Q07820. TR-FRET Mcl-1/Noxa peptide binding, 2 h. inhibition, % at 21.7 µM. actives 1.5% (n = 220,000). AID 1022, 2008;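 active = compounds that cut the protein-peptide binding signal by more than 50% relative to plate controls in a single-dose test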;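 note: His-tagged Mcl-1 with rhodamine Noxa BH3 peptide and terbium anti-His antibody; 0% = Mcl-1 plus Noxa peptide wells and 100% = peptide-only wells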
ABCB1 inh – ABCB1 efflux pump inhibitors, primary screen, cell-based, multiplex, flow cytometry, ABCG2 counter-screen. ATP-dependent translocase ABCB1 (Homo sapiens), P08183. CCRF-Adr cells, JC-1 efflux. inhibition, % at 6.6 µM. actives 0.067% (n = 190,000). AID 1326, 2008; in the data active = inhibition above about 40%;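 note: 0% = vehicle and 100% = reference inhibitor; higher value means more JC-1 retained so stronger ABCB1 efflux block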
Rab2A wt mod – modulators of GTP binding to Rab2A wildtype, primary screen, biochemical, dog, bead-based flow cytometry, multiplex; actives 0.19% (n = 190,000); GST-Rab2 wt beads, Bodipy-GTP binding; AID 760, 2007; GTP binding activity, % at 10 µM; Ras-related protein Rab-2A (Canis lupus familiaris), P61105;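 active = GTP binding activity at least 20 points away from 100%, either lowered or raised; inconclusive = signal likely due to the compound's own green fluorescence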;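 note: 0% = beads with excess unlabeled GTP and 100% = no-compound control corrected for plate trend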
Rac1 wt GTP bind – wildtype Rac1 GTP binding modulators, primary screen, biochemical, GST-Rac1 beads, flow cytometry, multiplex | Ras-related C3 botulinum toxin substrate 1 (Homo sapiens), P63000 | fluorescent GTP binding; actives lie on both sides; 0 = cold GTP competed, 100 = untreated | GTP binding activity (% of control), % at 10 µM | actives 0.27% (n = 190,000);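 active = GTP binding activity at least 20 points away from the 100% control level, either lower or higher; inconclusive = compound flagged as likely green fluorescent, judged across all proteins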
HRas wt GTP bind – modulators of GTP binding to HRas wildtype, primary screen, biochemical, bead-based flow cytometry, multiplex; actives 0.14% (n = 190,000); GTP binding activity, % at 10 µM; GTPase HRas (Homo sapiens), P01112; GST-Ras wt beads, Bodipy-FL-GTP binding; actives lie on both sides;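 active = GTP binding activity at least 20% away from the 100% baseline, either lowered as inhibitor or raised as activator; inconclusive = flagged as likely green fluorescent, judged across all proteins in the well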;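 note: 0% = unlabeled GTP competition control and 100% = no-compound control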
Target sequence (P01112 whole entry, looked up): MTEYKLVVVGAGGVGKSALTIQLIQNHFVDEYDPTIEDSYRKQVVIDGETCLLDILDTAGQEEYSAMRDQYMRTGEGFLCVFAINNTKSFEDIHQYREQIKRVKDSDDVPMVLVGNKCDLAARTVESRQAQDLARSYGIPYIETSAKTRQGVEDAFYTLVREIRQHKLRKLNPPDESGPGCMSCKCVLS
Numbers without * were called inactive; ? = inconclusive; / = no result given.

smiles	ABCG2 inh	Pf gamet viab	Avidin bead fluor	Rab7 wt GTP bind	Rac1 mut GTP	Cdc42 wt GTP	Mcl1-Noxa inh	ABCB1 inh	Rab2A wt mod	Rac1 wt GTP bind	HRas wt GTP bind
CCCC(=O)Nc1ccc(C(=O)N/N=C/c2cccnc2)cc1	2	/	9	100	97	100	7	0.9	99	100	101
Cc1ccc(S(=O)(=O)N2CCC(=O)N(C(COCc3ccc(C(F)(F)F)cc3)Cc3ccccc3)CC2)cc1 (stereo unspecified)	-3	1	9	102	97	102	-5	1.2	98	105	99
COc1ccc(C(=O)C2CCN(C(=S)NCCc3ccccc3)CC2)cc1	10	0	9	94	95	100	4	0.7	96	97	95
O=C(CN1C(=O)c2ccccc2S1(=O)=O)N1CCN(c2ccccc2)CC1	1	/	11	95	98	97	5	0.1	96	95	97
Cc1cc(OC(C)C(N)=O)nc(-c2ccccc2)n1 (stereo unspecified)	4	/	11	97	100	101	13	0.3	101	103	99
CCOC(=O)N=Nc1c2ccccc2c2nc3no[nH]c3nc12	8	11	9	106	94	95	13	1.5	95	97	96
NC1=NC(=O)CC(C(=O)Nc2cccc3ccccc23)S1 (stereo unspecified)	0	/	25	97	94	96	7	0.0	93	96	95
CCOC(=O)C1=C(N)OC(C)=C(C#N)C1c1ccco1 (stereo unspecified)	9	7	14	96	100	103	2	0.4	98	107	99
CC(=O)Nc1ccc2nc(NC(=O)C(Cl)(Cl)Cl)sc2c1	0	-8	7	101	95	92	-35	-0.6	97	96	95
CCOC(=O)C1(Cc2ccccc2C)CCCN(Cc2cc(OC)c(O)c(OC)c2)C1 (stereo unspecified)	1	4	12	96	98	99	19	0.8	98	98	95
COC(=O)COc1ccc(S(=O)(=O)Nc2cc(OC)ccc2OC)cc1	6	/	9	98	97	99	13	0.2	99	99	99
O=C(O)Cn1ccnc1	1	/	25	98	98	98	24	0.3	99	101	98

Remaining list, next part:
smiles	ABCG2 inh	Pf gamet viab	Avidin bead fluor	Rab7 wt GTP bind	Rac1 mut GTP	Cdc42 wt GTP	Mcl1-Noxa inh	ABCB1 inh	Rab2A wt mod	Rac1 wt GTP bind	HRas wt GTP bind
CCOC(=O)/C(=N\Nc1cccc(Cl)c1)Sc1nnc(-c2ccc(OC)cc2)n1C	2	1	11	99	93	98	28	0.1	95	100	96
N#Cc1c(-c2ccco2)nc(SCC(=O)Nc2cccc(Cl)c2)[nH]c1=O	-10	/	9	98	99	99	40	-3.8	98	101	99
CC1CCN(S(=O)(=O)N2CCC(C(=O)N3CCC(N(C)CC4CCCO4)CC3)CC2)CC1 (stereo unspecified)	0	/	8	101	99	102	14	0.2	104	110	100
COc1ccc(-c2cc(C(=O)OCC(=O)c3ccc(C)c([N+](=O)[O-])c3)c3ccccc3n2)cc1	17	21	6	?	?	?	22	2.6	?	?	?
N#Cc1c(-c2ccccc2)[nH]c(=O)[nH]c1=O	2	12	21	103	93	95	0	0.5	97	93	96
N#Cc1cc(-c2ccccc2)nn1-c1ccccc1	0	/	3	93	96	95	97*	-0.1	94	97	96
COc1ccc(CNc2ccc(C)c(C)c2)cc1	1	6	13	105	95	96	15	0.7	98	96	98
O=S(=O)(/N=C(/c1ccc(Cl)cc1)N1CCOCC1)c1ccc(Cl)cc1	0	21	8	98	95	93	/	0.6	94	95	95
COc1cc(CNC23CC4CC(CC(C4)C2)C3)ccc1OCc1ccccc1	17	6	12	92	93	96	12	3.1	96	97	95
CC1CCCN(CC(O)COCC2COc3ccccc3O2)C1 (stereo unspecified)	0	5	10	95	94	96	10	-0.3	97	99	96
CCOC(=O)Cn1c(CN2CC(C)OC(C)C2)nc2c1c(=O)n(C)c(=O)n2C (stereo unspecified)	4	/	20	96	101	103	3	1.0	102	104	102
CCCCC(=O)Nc1cc(OC)c(NC(=S)NC)cc1OC	1	-1	6	95	99	100	5	-0.5	99	103	97

The list goes on:
smiles	ABCG2 inh	Pf gamet viab	Avidin bead fluor	Rab7 wt GTP bind	Rac1 mut GTP	Cdc42 wt GTP	Mcl1-Noxa inh	ABCB1 inh	Rab2A wt mod	Rac1 wt GTP bind	HRas wt GTP bind
COc1ccc(CC(=O)NC(CC(=O)O)c2cccc([N+](=O)[O-])c2)cc1 (stereo unspecified)	-1	-7	26	?	?	?	-5	0.2	?	?	?
CC1=NN(C(=O)c2csc(C(C)C)c2)C(O)(C(F)(F)F)C1 (stereo unspecified)	2	-15	13	95	99	97	20	0.1	99	101	98
CCC(CC)C(=O)Nc1cccc(C(=O)NCCc2ccc(S(N)(=O)=O)cc2)c1	2	/	8	98	99	100	4	0.5	97	102	98
CCOC(=O)CN1C(=O)C(O)=C(C(C)=O)C1c1ccc(F)cc1 (stereo unspecified)	1	-18	40	?	?	?	15	0.2	?	?	?
CCn1c(SCC(N)=O)nnc1-c1ccc(OC)c(OC)c1	2	/	14	99	99	101	-5	0.5	102	102	104
COc1ccc(/C=C\c2nc(=O)c3ccccc3o2)cc1	0	-4	9	98	93	95	17	-0.4	96	99	96
CCOC(=O)c1ccc(NC(=O)Nc2cc(C)cc(C)n2)cc1	9	0	8	105	95	95	-7	0.8	100	104	101
O=c1c2c3nc4ccccc4nc3n(Cc3ccccc3)c2ncn1Cc1ccco1	5	/	7	97	92	95	73*	1.8	91	92	95
CCOC(=O)N1CCN(S(=O)(=O)c2ccc3c(c2)CCN3C(=O)CC)CC1	-2	/	4	103	96	98	-10	-1.9	97	102	99
Cc1cc(NC(=O)CN2C(=O)NC3(CCCCC3)C2=O)no1	2	-20	10	102	103	106	14	0.0	105	107	104
O=C(Nc1ccc(Cl)cn1)c1ccc2c(c1)OCCO2	16	4	8	99	95	98	12	0.8	97	94	97
CC1CCN(CCCn2c(=S)[nH]c3c(sc4ccc([N+](=O)[O-])cc43)c2=O)CC1	5	14	10	105	94	101	48	1.0	101	105	101

Remaining list, next part.
smiles	ABCG2 inh	Pf gamet viab	Avidin bead fluor	Rab7 wt GTP bind	Rac1 mut GTP	Cdc42 wt GTP	Mcl1-Noxa inh	ABCB1 inh	Rab2A wt mod	Rac1 wt GTP bind	HRas wt GTP bind
Cc1cc(C)n(CCc2nc(-c3ccc(C)o3)cs2)n1	1	-4	7	98	96	100	31	0.7	97	98	100
CCCNC(=O)C1CC(=O)N(c2ccc(OCC(=O)Nc3cccc(C)c3C)cc2)C1 (stereo unspecified)	3	/	6	102	100	102	4	0.4	98	108	100
CCC1=NNc2cccc3c(OC)ccc1c23	-1	/	4	94	96	96	78*	0.1	93	97	95
CCOc1cc(S(=O)(=O)n2cc(-c3ccc(F)cc3)c(N)n2)cc(OCC)c1OCC	0	7	15	98	92	100	-4	6.3	96	99	98
O=C1[C@@H]2[C@H](C(=O)N1Cc1ccco1)[C@H]1C=C[C@@H]2C1	2	/	9	103	100	104	3	0.6	104	108	104
CCOC(=O)Cn1c(C)cc(=O)c2cccc(C)c21	3	/	8	105	103	105	-16	0.6	106	106	107
CCOc1ccc(Nc2nc(Cc3nnc(SCC(=O)c4ccc(C)c(C)c4)o3)cs2)cc1	/	3	5	103	101	103	13	/	101	105	102
COc1c(OC(C)=O)ccc(/C=C/c2ccc3ccccc3n2)c1[N+](=O)[O-]	2	/	13	92	93	94	23	0.2	95	90	95
CCOC(=O)c1sc(NC(=O)CSc2nnc(C(C)C)n2CC)nc1C	-1	/	8	97	98	99	-3	-2.5	99	103	100
O=C(NCc1ccccc1)C1=C[C@@H](c2coc3ccccc3c2=O)C[C@@H](OCc2ccc(CO)cc2)O1	10	-15	7	94	94	93	11	4.3	93	94	95
Cn1c2c(c3ccccc31)CCSC2=O	24	-1	13	99	100	104	-6	0.7	103	107	103
COC(=O)c1c(C)oc2cc(Br)c(OCC(=O)C(C)(C)C)cc12	10	-6	18	93	98	97	-3	1.6	99	98	98
O=C(CN1C(=O)c2ccccc2C1=O)N1CCCCC1	0	20	15	100	97	105	20	0.1	99	106	102
Cc1ccc(NC(=O)CSc2nnc(C)c(=O)n2N)c(C)c1	0	/	6	100	100	100	9	0.5	100	103	100
